Bioassay records from PubChem BioAssay.
Rtt109 HAT inh = inhibitors of C. albicans Rtt109/Vps75 HAT, primary screen, biochemical, ThioGlo CoA-SH fluorescence, plate reader. purified Rtt109/Vps75, 4 h. 330,000 tested, 0.16% active. Histone acetyltransferase RTT109 (Candida albicans (strain SC5314 / ATCC MYA-2876)), …. inhibition, % at 34.9 µM;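 active = inhibition of at least 50% in every replicate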
NSD2 HMT inh = NSD2 histone methyltransferase inhibitors, primary screen, biochemical, AlphaScreen, single concentration, set 2; Histone-lysine N-methyltransferase NSD2 (Homo sapiens), O96028; NSD2 peptide methylation, 120 min; inhibition, % at 12.5 µM; 310,000 tested, 0.54% active; in the data active = inhibition above about 50%
Target sequence (O96028 whole entry, looked up): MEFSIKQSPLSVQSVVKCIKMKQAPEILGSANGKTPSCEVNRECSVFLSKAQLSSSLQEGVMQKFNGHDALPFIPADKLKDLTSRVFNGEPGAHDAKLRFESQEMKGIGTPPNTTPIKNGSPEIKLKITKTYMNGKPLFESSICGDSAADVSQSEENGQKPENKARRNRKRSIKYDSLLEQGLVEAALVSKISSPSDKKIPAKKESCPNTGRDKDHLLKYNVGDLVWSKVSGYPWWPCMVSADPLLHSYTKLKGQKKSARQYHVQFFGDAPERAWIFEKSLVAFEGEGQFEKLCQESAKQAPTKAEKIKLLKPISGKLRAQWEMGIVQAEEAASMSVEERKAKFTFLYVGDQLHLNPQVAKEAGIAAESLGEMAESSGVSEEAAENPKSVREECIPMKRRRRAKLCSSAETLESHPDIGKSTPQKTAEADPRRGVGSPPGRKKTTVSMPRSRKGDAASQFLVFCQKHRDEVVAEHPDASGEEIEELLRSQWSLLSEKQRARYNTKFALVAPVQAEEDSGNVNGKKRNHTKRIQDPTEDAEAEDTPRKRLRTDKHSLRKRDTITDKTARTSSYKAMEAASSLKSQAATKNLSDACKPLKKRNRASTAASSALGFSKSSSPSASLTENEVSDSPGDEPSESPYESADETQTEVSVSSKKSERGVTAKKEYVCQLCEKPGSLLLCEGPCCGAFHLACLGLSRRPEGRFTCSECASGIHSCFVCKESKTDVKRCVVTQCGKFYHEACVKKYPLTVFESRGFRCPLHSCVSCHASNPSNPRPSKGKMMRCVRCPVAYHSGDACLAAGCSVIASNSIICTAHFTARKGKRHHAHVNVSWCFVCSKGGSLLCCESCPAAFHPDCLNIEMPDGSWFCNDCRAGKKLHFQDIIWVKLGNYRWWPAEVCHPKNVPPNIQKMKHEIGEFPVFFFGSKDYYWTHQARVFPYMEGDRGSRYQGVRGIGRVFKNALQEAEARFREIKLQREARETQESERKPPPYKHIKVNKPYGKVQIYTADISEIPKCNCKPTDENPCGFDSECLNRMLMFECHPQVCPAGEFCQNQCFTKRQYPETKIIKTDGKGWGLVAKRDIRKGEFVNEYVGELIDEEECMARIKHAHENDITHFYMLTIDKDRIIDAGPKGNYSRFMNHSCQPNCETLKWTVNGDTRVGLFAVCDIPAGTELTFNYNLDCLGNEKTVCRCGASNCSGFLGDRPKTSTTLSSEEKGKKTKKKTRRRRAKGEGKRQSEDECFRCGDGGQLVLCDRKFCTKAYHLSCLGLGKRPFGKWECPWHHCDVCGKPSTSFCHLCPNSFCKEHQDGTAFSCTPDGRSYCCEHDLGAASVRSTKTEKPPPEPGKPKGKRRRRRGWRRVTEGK
PvdQ inh = P. aeruginosa PvdQ acylase inhibitors, primary screen, biochemical, fluorescence, plate reader and imaging, single point; purified PvdQ acylase; PvdQ acylase [Pseudomonas aeruginosa LESB58]; inhibition, % at 10 µM; AID 488965, 2010; 340,000 tested, 0.063% active; in the data active = inhibition above about 30%, passing the limit was not always enough;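 also: 0% = vehicle neutral wells and 100% = reference inhibitor wells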
SUMO Mot1 rescue = yeast Mot1-301 growth rescue at high temperature, primary screen, SUMOylation pathway inhibitor project, S. cerevisiae, ATP luminescence, 38.5C; AID 2716, 2010; 320,000 tested, 1% active; S. cerevisiae Mot1-301 growth rescue; percent above DMSO median, 100 means doubled; growth rescue, % at 18.8 µM;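 active = every valid replicate shows activation above 250% relative to neutral control wells; inactive = the rest, any valid replicate at or below 250%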;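 also: OY570 slx delta 5 strain wells were the positive control but not used for scaling; some compounds called inactive have numbers as strong as hits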
* hit, by the source's call; · = no result given. A portion of the library, so the mix of outcomes need not match the whole.

SMILES	Rtt109 HAT inh	NSD2 HMT inh	PvdQ inh	SUMO Mot1 rescue
CCOC(=O)c1cc(/C(C)=N/OC(=O)c2ccc(Cl)cc2)on1	·	0.4	·	-1.7
CCn1cc(C(=O)O)c(=O)c2cnc(N3CCN(C(=S)Nc4ccc(F)cc4)CC3)nc21	·	-0.5	·	-4.8
O=C(NC(=O)c1ccccc1)NC1(C(F)(F)F)OCCO1	·	-2.2	·	175.5
COc1ccc(NS(=O)(=O)c2ccc(NN=Cc3ccc(C(=O)O)cc3)c([N+](=O)[O-])c2)cc1	·	-4.7	·	3.3
O=C(Nc1ccccc1)C1CCOC1=O (stereo not drawn)	·	-0.5	·	-8.9
CCC(=O)NCCNc1ccc([N+](=O)[O-])cn1	·	-2.3	·	3.2
CCN1/C(=C/c2ccc3ccc(C)cc3[n+]2CC)Sc2ccccc21	·	16.2	·	15.1
O=C(OCCN1C(=O)c2cccc3c(N4CCOCC4)ccc(c23)C1=O)c1cccc(Cl)c1	·	-5.9	·	-2.1
CN(C)c1ccc(C(=O)NCc2ccc3c(c2)CCO3)cc1	·	2.4	·	-1.0
CN(C)S(=O)(=O)c1ccc(NC(=S)NC(=O)c2ccc(Br)o2)cc1	·	-0.1	·	-3.9
CC(=O)Nc1ccc(S(=O)(=O)Oc2ccc3c(c2)C(C)=CC(C)(C)N3)cc1	·	3.8	·	9.0
Cc1onc(-c2ccccc2)c1NC(=O)Nc1ccc(OC(F)F)cc1	·	-1.4	·	-0.1
CC(=O)N=c1c(C#N)cc2c(=O)n3ccccc3nc2n1CCCOC(C)C	·	1.3	·	9.8
COc1ccc(C)c(-n2c(=O)n(Cc3ccccc3)c(=O)c3[nH]cnc32)c1	·	-0.6	·	5.3
O=C(O)CC1(CC(=O)Nc2ccc3sccc3c2)CCCCC1	·	-0.1	·	31.8
CCCc1nc2oc3ccccc3c(=O)c2c(=O)n1-c1ccc(C)cc1	·	-1.2	·	1.4
CC(Oc1ccc(Br)cc1Br)C(=O)NC1CCCC1 (stereo not drawn)	·	5.0	·	4.5
CCCCCCC#Cc1cncc(C(=O)NNC(=O)Nc2cc(Cl)cc(Cl)c2)c1	·	-2.2	·	13.8
CCOCCCNC(=O)Cc1ccc(F)cc1	·	-0.2	·	-6.5
Oc1c(/C=C/C=C/C=Nc2ccccc2)sc(=S)n1Cc1ccccc1	·	9.4	·	28.2
CCN1CCN(c2oc(-c3ccco3)nc2C#N)CC1	·	5.2	·	-4.0
O=C(CC(=O)N/N=C/c1c(F)cccc1Cl)NCc1ccccc1	·	-2.2	·	-5.4
Cc1c(NC(=O)CC2NC(=O)NC2=O)c(=O)n(-c2ccccc2)n1C (stereo not drawn)	·	-0.1	·	-6.2
O=C(NCC1CCCO1)c1ccc(NC(=O)c2ccc(Br)cc2)cc1 (stereo not drawn)	·	0.1	·	139.0
CCCn1c(N/N=C(C)\C=C\c2ccccc2)nc2c1c(=O)[nH]c(=O)n2C	·	-3.6	·	-2.9

Whole records, quoted from the list.
Results for O=C(NCC1CCCO1)c1ccc(NC(=O)c2ccc(Br)cc2)cc1 (stereo not drawn) : Rtt109 HAT inh: ·; NSD2 HMT inh: 0.1; PvdQ inh: ·; SUMO Mot1 rescue: 139.0
Results for CCCn1c(N/N=C(C)\C=C\c2ccccc2)nc2c1c(=O)[nH]c(=O)n2C : Rtt109 HAT inh: ·; NSD2 HMT inh: -3.6; PvdQ inh: ·; SUMO Mot1 rescue: -2.9
Results for O=C(OCCN1C(=O)c2cccc3c(N4CCOCC4)ccc(c23)C1=O)c1cccc(Cl)c1 : Rtt109 HAT inh: ·; NSD2 HMT inh: -5.9; PvdQ inh: ·; SUMO Mot1 rescue: -2.1

New compounds follow:
SMILES	Rtt109 HAT inh	NSD2 HMT inh	PvdQ inh	SUMO Mot1 rescue
COc1ccc(C2c3c(oc4ccccc4c3=O)C(=O)N2Cc2ccncc2)cc1OC (stereo not drawn)	·	-2.1	·	3.6
CC(C)(C)c1ccc(Oc2ccc(NC(=O)c3ccccc3C(=O)O)cn2)cc1	·	5.6	·	82.9
O=C(c1cccs1)n1nc(-c2ccco2)nc1SCc1ccccc1	·	-1.4	·	-4.7
O=C(Oc1cccc2cccnc12)c1cccc(N2C(=O)C3C4CCC(C4)C3C2=O)c1 (stereo not drawn)	·	0.4	·	-6.8
N#Cc1nc(-c2cccc3ccccc23)oc1NCC1CCCO1 (stereo not drawn)	·	3.7	·	67.8
O=C(Nc1ccc2oc(=O)ccc2c1)c1ccc(-c2cccc([N+](=O)[O-])c2)o1	·	-0.3	·	16.9
CN(C)Cc1ccccc1CCc1ccccc1	·	4.7	·	-5.1
O=C(N[C@H](C(=O)O)c1ccccc1)C1CCC(Cn2nnc3ccccc3c2=O)CC1 (stereo partly drawn)	·	0.8	·	1.6
Cc1[nH]c(=S)c(C#N)c(C)c1Cc1ccccc1	·	1.3	·	-4.9
O=C1NCCCC1C(=O)N/N=C/c1ccc([N+](=O)[O-])cc1 (stereo not drawn)	·	-1.0	·	-4.1
CC(=O)c1nn(-c2ccc(Cl)cc2)cc1C(=O)c1ccc(C)cc1	·	1.8	·	19.2
O=C(O)COCC(=O)NC1CCN(Cc2ccccc2)CC1	·	-4.3	·	7.8
O=C(N/N=C/c1cc(Br)cc(Br)c1O)c1ccncc1	·	-4.4	·	13.4
O=C(Nc1nccs1)OCc1ccccc1	·	-3.0	·	-3.9
COc1ccc(/C(C)=N/Nc2nc(C)cc(-c3ccccc3)n2)cc1	·	-1.0	·	-3.2
CCOC(=O)c1c(C)oc2c1c(C(c1ccncc1)N1CCOCC1)c(O)c1ccccc12 (stereo not drawn)	·	-3.7	·	73.2
CN(C)NC(=O)c1cccc(Cl)c1	·	-9.5	·	15.2
Cc1cccc(-n2c(-c3cccc([N+](=O)[O-])c3)nc3nc4ccccc4nc32)c1	·	0.4	·	-6.8
Oc1c(C(c2ccccn2)N2CCC(Cc3ccccc3)CC2)cc(Cl)c2cccnc12 (stereo not drawn)	·	-3.0	·	-20.8
C=CCn1cc(/C=C2\SC(N3CCOCC3)=NC2=O)c2ccccc21	·	0.0	·	-15.8
N=c1n(CCN2CCCCC2)c2ccccc2n1CC(=O)c1ccc(Cl)c(Cl)c1	·	6.8	·	14.6
Clc1ccccc1Sc1ccc(-c2ccccn2)s1	·	24.7	·	3.3
CNC(=O)c1cc(NC(=O)CCn2nc(-c3ccc(C)cc3)c3ccccc3c2=O)ccc1OC	·	0.2	·	450.6
Nn1c(SCc2ccccc2F)nnc1-c1ccncc1	·	-5.5	·	-9.8
Nc1nc2c(s1)CCCCCCCCCC2	·	3.9	·	-21.6

Reprinted from the results shown for reference:
SMILES	Rtt109 HAT inh	NSD2 HMT inh	PvdQ inh	SUMO Mot1 rescue
CCOC(=O)c1cc(/C(C)=N/OC(=O)c2ccc(Cl)cc2)on1	·	0.4	·	-1.7
CCn1cc(C(=O)O)c(=O)c2cnc(N3CCN(C(=S)Nc4ccc(F)cc4)CC3)nc21	·	-0.5	·	-4.8
O=C(NC(=O)c1ccccc1)NC1(C(F)(F)F)OCCO1	·	-2.2	·	175.5
COc1ccc(NS(=O)(=O)c2ccc(NN=Cc3ccc(C(=O)O)cc3)c([N+](=O)[O-])c2)cc1	·	-4.7	·	3.3

Further entries
SMILES	Rtt109 HAT inh	NSD2 HMT inh	PvdQ inh	SUMO Mot1 rescue
CCCc1nnc(NC(=O)c2c(O)c3cccc4c3n(c2=O)CCC4)s1	·	3.3	·	122.5
O=C(NCc1ccc(Cl)c(Cl)c1)C1CCCC1	·	-1.8	·	6.3
Cc1ccccc1C(C(=O)NC1CCCC1)N(C(=O)CNC(=O)c1ccco1)c1cccnc1 (stereo not drawn)	·	-0.7	·	5.3
CCOC(=O)c1cnc(SCc2nc(N)nc(Nc3ccccc3OC)n2)nc1N	·	-1.5	·	8.5
O=C(OC1CO[C@H]2O[C@@H]1[C@H](OC(=O)c1ccccc1)[C@H]2OC(=O)c1ccccc1)c1ccccc1 (stereo partly drawn)	·	0.1	·	-11.3
CC(=O)N1N=C(c2ccco2)CC1c1cc2cc(C)ccc2nc1Cl (stereo not drawn)	·	0.4	·	-1.3
CCc1ccc(OCC(=O)O/N=C(\N)c2cccnc2)cc1	·	-3.8	·	-0.3
O=Cc1c(-c2ccc(Cl)cc2)oc2ccc(O)cc12	·	-0.5	·	30.8
Cc1cccc(C(=O)NC(C)C2CC3CCC2C3)c1 (stereo not drawn)	·	-1.2	·	-0.8
Cc1nc2c(C)c(C)c(C)c(C)c2nc1C	·	-0.2	·	7.2
COC(=O)c1ccc(COc2ccc(/C=N/NC(N)=S)cc2)o1	·	-1.2	·	7.5
CCC(C(=O)c1ccccc1)P(=O)(NN)c1ccccc1 (stereo not drawn)	·	-0.7	·	-2.7
Cc1cccc(NC(=O)Nc2ccc(S(N)(=O)=O)cc2)c1	·	1.0	·	-0.2
O=C(N/N=C/c1c(O)ccc2ccccc12)Nc1ccccc1	·	-4.1	·	-6.0
COC(=O)Nc1nnc(-c2ccco2)s1	·	-2.8	·	-3.3
CCS(=O)CC(=O)Nc1c(-c2ccccc2)oc2ccccc2c1=O (stereo not drawn)	·	-3.5	·	-9.4
COc1ccc(CC(=O)NC(=S)Nc2cccc(CO)c2)cc1	·	-1.8	·	24.9
c1ccc2c(NCCCN3CCOCC3)c3ccccc3nc2c1	·	-3.3	·	-10.0
O=C(CSc1nc2scc(-c3ccccc3)c2c(=O)[nH]1)NC1CCCCC1	·	2.5	·	-5.5
Brc1ccc2[nH]c3c(N4CCc5ccccc5C4)ncnc3c2c1	·	2.5	·	344.0*
CCOc1ccc(NC(=O)C2CC3CCC2C3)cc1 (stereo not drawn)	·	-2.2	·	9.6
O=C(N/N=C\c1ccccc1)c1cccc(C(=O)N/N=C\c2ccccc2)n1	·	0.8	·	-30.0
O=C1CCCN1CC(O)CS(=O)(=O)Cc1ccc(Cl)cc1 (stereo not drawn)	·	-2.9	·	-16.6
COc1ccc2c(c1)c1nc3n(c(=O)c1n2CC(=O)Nc1cc(C)[nH]n1)CCS3	·	0.6	·	4.6
COC(=O)CNC(=O)c1ccc(F)cc1	·	-1.6	·	97.8

(list continues)
SMILES	Rtt109 HAT inh	NSD2 HMT inh	PvdQ inh	SUMO Mot1 rescue
Cc1ccc2nsnc2c1NC(=O)c1cccc([N+](=O)[O-])c1	·	-1.0	·	267.9
Cc1cccnc1Oc1ncccc1N	·	9.3	·	27.8
COc1ccccc1C1=NOC(COC(=O)c2ccc([N+](=O)[O-])cc2)C1 (stereo not drawn)	·	-1.3	·	-7.6
O=C(Nc1ccc(F)cc1)Nc1ccccc1C(=O)NCCN1CCNC1=O	·	-0.7	·	-0.3
Cc1ccccc1N=Nc1c(O)[nH]c2ccccc12	·	3.6	·	-6.5
COc1ccccc1C(=O)Nc1ccccc1C(=O)Nc1ccccc1	·	-0.8	·	0.0
Cc1ccc(S(=O)(=O)n2nc(-n3c(C)ccc3C)c3c(F)cccc32)c2ccccc12	·	0.4	·	0.6
Cc1ccc(Sc2nc(C)c([N+](=O)[O-])c(C)c2C#N)cc1	·	4.8	·	7.3
O=C(O)c1ccc2ccc3ccccc3c2c1	·	-1.0	·	15.6
O=c1c2ccccc2c(C=NC2CCN(Cc3ccccc3)CC2)c(O)n1Cc1ccc2c(c1)OCO2	·	2.6	·	22.9
Cn1ccnc1SCC(=O)Nc1ccc2c(c1)OC(F)(F)O2	·	1.8	·	-10.9
CC1=NN(c2ccccc2)C(=O)/C1=C\C=C\c1ccccc1	·	4.7	·	-16.3
Clc1ccc(Cn2ncc3c(NCc4ccco4)ncnc32)c(Cl)c1	·	0.2	·	12.0
Clc1ccc(Cn2ncc3c(NCc4ccccc4)ncnc32)c(Cl)c1	·	0.3	·	9.3
Clc1cccc(OCCOCCN2CCNCC2)c1Cl	·	2.8	·	10.5
O=C(NN1C(=O)/C(=C/c2cccs2)SC1=S)c1cccnc1	·	3.9	·	-12.6
O=C(Nc1ccc(F)c(F)c1)c1ccc(F)c(S(=O)(=O)N2CCOCC2)c1	·	-0.3	·	0.7
CSCCC1NC2(C(=O)Nc3ccc(Cl)cc32)[C@@H]2C(=O)N(C3CCCC3)C(=O)[C@H]12 (stereo partly drawn)	1.3	·	-0.8	8.6
C[C@]12CC[C@@H]3c4ccc(O)cc4[C@@H](O)C[C@H]3[C@@H]1CC[C@@H]2O	-0.9	·	-8.0	-9.1
CC(=O)OCC(=O)[C@@]12OC(C)(C)O[C@@H]1C[C@H]1[C@@H]3C[C@H](F)C4=CC(=O)C=C[C@]4(C)[C@@]3(F)[C@@H](O)C[C@@]12C	-3.4	·	-2.9	70.1
CCCCCC#CCC#CCC#CCC#CCCCC(=O)O	4.2	·	4.7	411.9
COC(=O)c1ccc(COc2ccc3c(C)c(C)c(=O)oc3c2C)o1	-2.6	·	-2.4	316.2
COc1ccc(-c2c(C)c3ccc(OCC(C)=O)cc3oc2=O)cc1	-0.7	-1.4	-59.5	-9.9
C=C(C)COc1ccc(-c2nc(N)ncc2-c2ccc(OC)cc2)c(O)c1	-2.0	3.8	11.2	151.3
N#C/C(C(N)=O)=c1/ccc2c(c1)N1C3=C(CCCC3)CC3CCCCC31N=2 (stereo not drawn)	5.1	50.3*	6.6	-53.9
